Screening data from PubChem BioAssay.
HCV inh – blocks hepatitis C virus | Huh7.5.1 HCVcc-Cre infection, luciferase reporter, 44 h | Potency, µM (titrated, usually from 41.8 µM), for the others: top-dose activity change, negative = inhibition, actives largely listed as inhibitors | 340,000 compounds, 3.4% hits; further: potency means the concentration at half of the fitted maximal effect
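Reporter virus HCVcc-Cre (~0.5 moi) infects cells exposed to compound; seeding density 1,000 cells/well with 4 h settling beforehand. Luminescence, 15 sec read, taken 44 h post-infection following a 15 min RT substrate incubation.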
AmpC detergent – AmpC beta-lactamase inhibition with detergent present; Potency, µM (doses to about 114 µM), for the others: at the top dose activity change, negative = inhibition, hits mostly inhibitors; 370,000 compounds, 0.041% hits; AmpC hydrolysis of nitrocefin, absorbance 480 nm, 0.01% Triton; P00811;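 further: potency means the concentration at half of the fitted maximal effect; 0% = no-compound wells and -100% = no-enzyme wells; nearly all actives have a fitted effect of over 25% in size; some results filed as inactive show a strong effect at the top dose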
Target sequence (P00811 whole entry, looked up): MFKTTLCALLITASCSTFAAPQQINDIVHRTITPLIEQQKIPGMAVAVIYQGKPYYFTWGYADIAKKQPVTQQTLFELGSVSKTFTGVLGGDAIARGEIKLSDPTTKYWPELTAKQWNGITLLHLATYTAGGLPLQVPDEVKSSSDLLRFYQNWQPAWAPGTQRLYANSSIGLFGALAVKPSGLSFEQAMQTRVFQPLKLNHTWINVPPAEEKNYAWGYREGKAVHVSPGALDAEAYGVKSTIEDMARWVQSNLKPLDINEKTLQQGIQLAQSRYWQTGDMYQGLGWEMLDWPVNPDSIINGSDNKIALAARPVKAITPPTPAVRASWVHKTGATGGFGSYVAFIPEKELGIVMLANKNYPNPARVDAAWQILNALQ
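AmpC (5.3 nM in the dispensed reagent) in 20 mM phosphate pH 7.0 with 0.01% (detergent screen) or 0.0001% Triton X-100 was preincubated with compounds for 15 min at room temperature. Nitrocefin was then added from an 800 uM solution, and hydrolysis was followed at 480 nm.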
Sm TGR inh – inhibitors of Schistosoma mansoni thioredoxin glutathione reductase. Potency, µM (titrated, usually from 114 µM), without a hit: top-dose activity change, negative = inhibition, hits mostly inhibitors. 360,000 compounds, 3% hits. Q962Y6. purified TGR, DTNB reduction, TNB absorbance 405 nm; further: potency means the concentration at half of the fitted maximal effect; nearly all actives have a fitted effect of over 60% in size
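TGR 20 nM + NADPH 100 uM (dispensed conc.), cpd preinc 15 min RT; start with NADPH (500 uM addition) then DTNB (15 mM addition). Kinetic TNB absorbance, 405 nm filter. Four-parameter Hill fit across titration.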
AmpC inh no detg – inhibitors of E. coli AmpC beta-lactamase without detergent. AmpC nitrocefin hydrolysis, absorbance 480 nm, 0.0001% Triton. Potency, µM (doses to about 57.1 µM), for the others: at the top dose activity change, negative = inhibition, usual class: inhibitors. 330,000 compounds, 0.52% hits. AID 485341;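 further: potency means the concentration at half of the fitted maximal effect; plate controls were no compound for no effect and no enzyme for full effect; nearly all actives have a fitted effect of over 20% in size; some results filed as inactive show a strong effect at the top dose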
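AmpC (5.3 nM in the dispensed reagent) in 20 mM phosphate pH 7.0 with 0.01% (detergent screen) or 0.0001% Triton X-100 was preincubated with compounds for 15 min at room temperature. Nitrocefin was then added from an 800 uM solution, and hydrolysis was followed at 480 nm.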
HCMV antiviral – blocks human cytomegalovirus replication. HFF cells, HCMV-luciferase reporter, 72 h; hits give low values. activity change, negative = inhibition, % at 57.5 µM. 410,000 compounds, 4.5% hits. AID 1259415; in the data active means activity change below about -60%; inconclusive means no clear call, values can overlap the other calls; inactive means above about -39%
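After 16 h attachment at 37C, HFF cells received test compound and HCMV-luciferase (1 PFU/cell); reporter luminescence read 72 h later, data normalized against buffer-only and known inhibitor Salinomycin.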
FBPA Giardia inh – blocks Giardia fructose-bisphosphate aldolase activity; Potency, µM (doses to about 59.6 µM), for inactives: top-dose activity, negative = inhibition, hits mostly inhibitors; AID 2451; purified Giardia FBPA; 290,000 compounds, 0.71% hits; further: potency means the concentration at half of the fitted maximal effect; nearly all actives have a fitted effect of over 55% in size
Target sequence (A8B2U2 whole entry, looked up): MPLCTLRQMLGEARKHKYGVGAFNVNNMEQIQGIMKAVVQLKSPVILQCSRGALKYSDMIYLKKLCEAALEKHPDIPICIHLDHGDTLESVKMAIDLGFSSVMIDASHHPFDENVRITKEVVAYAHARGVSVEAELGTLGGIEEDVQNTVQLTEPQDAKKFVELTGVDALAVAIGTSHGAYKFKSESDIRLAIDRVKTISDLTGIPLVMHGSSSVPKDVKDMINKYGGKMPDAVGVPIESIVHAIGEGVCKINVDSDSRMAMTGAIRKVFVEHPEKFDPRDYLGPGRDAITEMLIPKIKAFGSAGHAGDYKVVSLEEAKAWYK
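40 nM FBPA preincubated 10 min at RT with compound (up to 57.5 uM final), then substrate plus GAPDH/TPI/NAD/arsenate coupling and diaphorase/resazurin added. Fluorescence read after 20 min at RT, 525/598 nm.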
Active calls of the source: *; ? = inconclusive; nt = no result given; & = joins results of further samples; [ ] = another dose, or the depositor's remark. Unless noted, the call rests on the fitted dose curve; in most records, active means well fitted curve in the direction sought with a large enough effect; inconclusive means small, poorly fitted or top-dose-only effect, or another doubt; inactive means no such curve, though single readings can be large; an effect the other way counts as inactive or inconclusive. Unless noted, on the % scale 0 is the no-effect control and ±100 the full control effect.

Below each compound – HCV inh	AmpC detergent	Sm TGR inh	AmpC inh no detg	HCMV antiviral	FBPA Giardia inh
- CC(Sc1nc2ccccc2c(=O)n1CC1CCCO1)C(=O)Nc1ccc(S(N)(=O)=O)cc1 (centres undefined)
 : 22%	0%	2%	-19%	-13	nt
- C=CCNc1nc(N(c2ccccc2)c2ccccc2)nc(-n2ccnc2)n1
 : -13%	1%	6%	-29%	59	1%
- CCOC(=O)c1cnc2c(C(=O)OC)cccc2c1NCCN1CCOCC1
 : -7%	-18%	-9%	-9%	18	-15%
- CC(=O)N1CCCN(Cc2cn(-c3ccc(C)cc3)nc2-c2cccc(C)c2)CC1
 : -16%	7%	13%	259%[activator]	-33	-2%
- Fc1ccccc1CNCCCSc1nnnn1-c1ccccc1
 : nt	11%	0%	nt	-13	nt
- COc1ccc(N2CCN(C(=O)CCc3c(C)nc4cc(-c5ccc(OC)cc5OC)nn4c3C)CC2)cc1
 : nt	-5%	-9%	nt	-3	nt
- COc1cccc(CNC(=O)CCNC(=O)C2CCN(S(=O)(=O)c3ccc(F)cc3)CC2)c1
 : 12%	-3%	-3%	47%	5	nt
- CCC(=O)N(C1=C(NC(C)C)C(=O)c2ccccc2C1=O)C(C)C
 : 15%	6%	-32%	2%	?	?
- Cc1c2cnn(CC(=O)NCCCN3CCCCC3)c(=O)c2c(C)n1Cc1ccccc1
 : 3%	-7%	-1%	25%	-37	-19%
- Cc1ccc(NC(=O)COC(=O)CCc2c(C)nc3nc(N)nn3c2C)cc1C
 : 9%	?	-3%	32%	-9	nt
- Cc1cccc(S(=O)(=O)c2cn(Cc3ccccc3)c3cc(N4CCCCC4)c(F)cc3c2=O)c1
 : nt	11%	6%	nt	-22	nt
- CCOC(=O)N1CCC(N2CCN(c3cc(C)ccc3C)CC2)CC1
 : ?	-2%	7%	68%[activator]	-40	-7%
- COc1cc(CN2c3ccccc3C(=O)CS2(=O)=O)cc(OC)c1
 : -14%	nt	nt	-37%	-2	nt
- Cc1cc(N=Nc2ccc(Cl)cc2)cc(CN2CCCC2)c1O
 : ?	1%	?	31%	5	1%
- CCS(=O)(=O)Nc1c(C(=O)O)[nH]c2ccccc12
 : 0%	-9%	?	-25%	-108*	12%
- c1ccc(CNn2nnnc2-c2ccccc2)cc1
 : -5%	1%	4%	nt	-15	-2%
- O=C(NCCCN1CCN(c2cccc(Cl)c2)CC1)c1nnc(Cc2ccc(F)cc2Cl)o1
 : nt	-5%	1%	nt	-14	nt
- Cc1cccc(NS(=O)(=O)c2ccc(C)c(C(=O)NCC(c3ccco3)N3CCCCC3)c2)c1 (centres undefined)
 : ?	?	-20%	12%	-29	nt
- CC1(C)CC(NC(=O)N2c3ccccc3Sc3ccccc32)CC(C)(C)N1
 : -6%	6%	-3%	-1%	-1	0%
- CCc1nc(NCCO)c(C#N)c2c1CCCC2
 : -25%	3%	-6%	2%	-10	5%
- COc1ccc(-c2oc(=O)n(C)c2-c2ccc(OC)cc2)cc1
 : -24%	0%	0%	7%	85	0%
- Clc1ccc(CN2CCc3nc(Nc4ccc5c(c4)OCCO5)ncc3C2)cc1
 : nt	14%	1%	nt	-28	nt
- CCN(CC)C(=O)CSc1nc2ncc(Cl)cc2[nH]1
 : 6%	-5%	13%	-10%	-15	?
- COC(=O)c1ccc(OCC2c3cc(OC)c(OC)cc3CCN2C(=O)Cc2ccc(OC)cc2)cc1 (centres undefined)
 : nt	9%	4%	nt	9	nt
- COc1ccc(CN2C(=O)CC(=O)NC2=S)cc1
 : 20%	-3%	?	-24%	-8	25%
- Cc1cc(Cl)cc(C)c1OCCn1ccnc1
 : -6%	-3%	23%	1%	?	-11%
- CCOC(=O)C1CCCN(C(=O)c2ccccc2[N+](=O)[O-])C1 (centres undefined)
 : 9%	-12%	34%	3%	-21	1%
- Oc1ccc(Cl)cc1C1=NNC(c2ccc(Cl)cc2)C1 (centres undefined)
 : ?	3%	?	-37%	8	-9%
- O=S(=O)(Nc1cccnc1)c1ccc(Cl)c(C(F)(F)F)c1
 : 11%	0%	-12%	nt	37	4%
- Cn1cccc1/C=C1\SC(=O)N(c2ccc(O)cc2)C1=O
 : -23%	-6%	-13%	-28%	-2	2%
- COc1ccc(-n2nc3c(c2NC(=O)C(C)Oc2ccccc2)CS(=O)C3)cc1 (centres undefined)
 : nt	2%	-1%	41%	-13	nt
- C=C(C)C1CC=C(C)/C(=N/NC(=O)COc2cccc(C)c2)C1 (centres undefined)
 : 2%	-3%	-28%	-9%	5	0%
- CNc1ccc(SC#N)cc1
 : 1%	?	3%	-6%[2.29 µM]	-32	-29%
- CCCCNC(=O)c1nn2c(C(F)(F)F)cc(-c3ccc(OC)cc3)nc2c1Br
 : ?	?	1%	-6%	-27	2%
- N#Cc1c(N)sc(=S)c2c1CCCC2
 : -11%	0%	28µM*	-45%	-8	18µM*
- CC(CCc1ccccc1)NC(=O)CCC(=O)N1CCC(C(N)=O)CC1 (centres undefined)
 : 9%	1%	-4%	0%	4	1%
- CCOc1ccc(CNC(=O)C(C)n2ncn3cccc3c2=O)cc1 (centres undefined)
 : nt	11%	2%	nt	16	nt
- COc1ccc(C2/C(=C(/O)c3ccccc3)C(=O)C(=O)N2CCO)cc1 (centres undefined)
 : 8%	?	-3%	-9%	-18	0%
- CCOc1ccccc1NC(=O)Cn1cnc2c(nnn2-c2cccc(OC)c2)c1=O
 : 14%	?	-5%	-19%	4	1%
- O=P(Oc1ccccc1)(Oc1ccccc1)C(O)c1ccc(Cl)cc1 (centres undefined)
 : 11%	?	0%	-25%	29	nt
- O=C1C(Cc2ccc(Br)cc2)SC(=Nc2ccccc2)N1c1ccccc1 (centres undefined)
 : ?	-9%	10%	2%	-9	1%
- CCCCC(=O)N1CC2(C)CN(C(=O)CCCC)CC(C)(C1)C2=O
 : 13%	-6%	6%	-4%	-6	2%
- COC(=O)c1ccccc1NC(=O)C1CCN(C(=O)c2cc(OC)cc(OC)c2)CC1
 : -2%	-2%	5%	87%[activator]	61	5%
- CCOC(=O)C1=C(CSc2nc3ccccc3s2)NC(=O)NC1c1ccc(OC)cc1 (centres undefined)
 : ?	-6%	-1%	22%	-60*	-8%
- O=S(=O)(c1ccc2nc(-c3ccccc3)[nH]c2c1)N1CCN(c2ccc(Cl)cc2)CC1
 : ?	?	-5%	-56%	?	0%

The list goes on; the last 3 above are carried over.
Below each compound – HCV inh	AmpC detergent	Sm TGR inh	AmpC inh no detg	HCMV antiviral	FBPA Giardia inh
- COC(=O)c1ccccc1NC(=O)C1CCN(C(=O)c2cc(OC)cc(OC)c2)CC1
 : -2%	-2%	5%	87%[activator]	61	5%
- CCOC(=O)C1=C(CSc2nc3ccccc3s2)NC(=O)NC1c1ccc(OC)cc1 (centres undefined)
 : ?	-6%	-1%	22%	-60*	-8%
- O=S(=O)(c1ccc2nc(-c3ccccc3)[nH]c2c1)N1CCN(c2ccc(Cl)cc2)CC1
 : ?	?	-5%	-56%	?	0%
- Nc1c(-c2ccsc2)cnc2ncnn12
 : -1%	-9%	3%	0%	8	-2%
- Cc1ccsc1/C=C1\C(=O)NC(=S)N(C)C1=O
 : 8%	0%	25µM*	-27%	-102*	-3%
- O=C(O)CCC(=O)NCc1ccc(F)cc1
 : 9%	1%	-4%	-24%	29	2%
- C=CCn1c(SCC(=O)O)nnc1-c1ccccc1
 : 2%	?	2%	-17%	-23	4%
- CC(O)CNc1nc2c(c(=O)n(Cc3ccc(Cl)c(Cl)c3)c(=O)n2C)n1C (centres undefined)
 : 28%	4%	-4%	77%[activator]	28	0%
- CC(=O)c1ccc(O)c(CSc2nncn2C)c1
 : 3%	-1%	-24%	-33%	-37	-5%
- CC1CCc2c(sc3nnn(CCCCOc4ccc(Cl)cc4)c(=O)c23)C1 (centres undefined)
 : nt	15%	7%	nt	18	nt
- CCc1ccc(N2C(=O)c3ccc4c5c(ccc(c35)C2=O)CC4)cc1
 : -11%	-8%	9%	-11%	-23	-1%
- Cn1c(N)c(C(=O)CSc2ccc3c(c2)OCCO3)c(=O)n(C)c1=O
 : -8%	3%	-12%	-12%	-12	9%
- O=C(NCCNC(=O)c1ccco1)c1ccc(F)cc1
 : 24%	0%	3%[57.1 µM]	-4%	29	-5%
- O=C(Cc1ccc(Cl)cc1)NCCc1csc2nc(-c3ccccc3F)nn12
 : nt	-1%	-10%	nt	-16	nt
- CC(=O)Nc1ccc(-c2csc(NC(=O)CC(NC(C)=O)c3ccccc3)n2)cc1 (centres undefined)
 : -9%	-2%	0%	-22%	-10	-19%
- CCN(CC)c1ncnc2c1cnn2Cc1ccc(C)cc1
 : -18%	4%	7%	41%	42	-3%
- O=C(NN1C(=O)c2ccccc2NC1c1ccoc1)c1ccccc1 (centres undefined)
 : 4%	-11%	-1%	-33%	-4	5%
- Cc1cc(C)nc(NS(=O)(=O)c2ccc(NC(=S)NC(=O)c3cccnc3)cc2)n1
 : 0%	12%	?	-28%	14	?
- Cc1cccc(NC(=O)Cn2cc(S(=O)(=O)Cc3ccccc3Cl)c3ccccc32)c1
 : nt	19%	9%	nt	0	nt
- CCCC(=O)N(Cc1cc2cccc(C)c2[nH]c1=O)c1ccccc1OC
 : -29%	1%	7%	14%	-32	5%
- O=C(Nc1ccccc1)OCCNC(=O)c1ccccc1
 : -10%	-5%	-3%	-3%	34	-6%
- O=C(NCCC1CCCCN1S(=O)(=O)c1ccc(F)cc1)C(=O)NC1CC1 (centres undefined)
 : 9%	-11%	-2%	-16%	-34	nt
- CCOc1ccc2c(c1)nc(SCC(=O)c1cccs1)n2C
 : -23%	-7%	?	-27%	69	-14%
- O=C(CSc1nc2c(c(=O)[nH]1)CCC2)Nc1cccc(Cl)c1
 : 7%	-5%	-22%	-30%	13	-6%
- CCOc1ccc(-c2ccc(/C=C3/C(=N)N4C(C)=CSC4=NC3=O)o2)c([N+](=O)[O-])c1
 : -10%	?	-12%	-53%	72	-10%
- COc1ccc(C(=O)NC2(C(F)(F)F)C(=O)Nc3c2c(=O)[nH]c(=O)n3CCc2ccc(OC)c(OC)c2)cc1 (centres undefined)
 : 4%	26%&2%	-1%&0%	-25%	-1&9	0%
- O=C(O)c1cc(NCc2c(F)cccc2Cl)ccc1N1CCOCC1
 : 25%	-11%	-12%	13%	117	?
- O=C(CNC(=O)C12CC3CC(CC(C3)C1)C2)OCc1cc(=O)n2cc(Br)ccc2n1
 : 5%	-4%	-1%	-11%	14	5%
- CCOC(=O)c1cc(NC(=O)N(CC)C2CCCCC2)c(C)nc1C
 : 4%	-8%	4%	14%	-18	-9%
- COc1ccc(S(=O)(=O)N(C)C[C@H]2Oc3ccc(NC(=O)C4CC4)cc3C(=O)N([C@H](C)CO)C[C@@H]2C)cc1
 : -2%	nt	nt	134%[activator]	2	nt
- Cc1ccnc(NS(=O)(=O)c2ccc(NC(=O)Cc3cccs3)cc2)n1
 : 3%	?	-5%	-37%	nt	-1%
- COc1cccc(NC(=O)CNCc2ccccc2)c1
 : ?	-2%	7%	-16%	28	?
- Cc1ccc(S(=O)(=O)N(c2cc(Cl)c(O)c(Cl)c2)P(=O)(OC(C)C)OC(C)C)cc1
 : 20%	-5%	-18%	-42%	-31	-3%
